D1 PAM = potentiators of human D1 dopamine receptor. potentiation, % at 10 µM. AID 504651. 0.036% of 360,000 active. HEK293 TREx D1 cells, calcium flux, dopamine EC20 potentiation; in the data active means potentiation above about 30%; further: 0% is about no effect
D2 PAM = D2 dopamine receptor (human) potentiation; P14416; potentiation, % at 10 µM; AID 485347; 0.34% of 340,000 active; HEK293 T-REx D2, calcium flux, EC20 dopamine potentiation;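 active means potentiation over 3 SD above the plate norm, cut at about 30% in these data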; further: 0% is about no effect
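Potentiation of an EC20 dopamine calcium response is measured in a force-coupled, tetracycline-inducible Hek293 Trex D2 line. Compound-only kinetic reads over 180 s flag agonists before dopamine addition.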
TRHR agonist = agonists of human TRH receptor; TRHR cells, calcium flux fluo-8, FDSS agonist mode; P34981; activation, % at 2 µM; AID 493084; 0.18% of 360,000 active; further: 0% is about no effect
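TRHR-expressing cells loaded with fluo-8 calcium dye; 23 nL library compound pin-transferred, kinetic FDSS fluorescence (Ex 480/Em 530) recorded about 180 s for agonist-induced calcium release, before a 10 nM TRH EC20 addition for potentiator mode.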
D1 ag = human D1 receptor agonism; P21728; HEK293 T-REx D1 cells, calcium flux, agonist mode; activation, % at 2 µM; 1% of 360,000 active; further: 0% is about no effect
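Inducible HEK293 T-REx D1 cells, force-coupled to calcium signalling, were plated at 4000 cells/well with tetracycline and held overnight at 30 C. After no-wash calcium dye loading, compound-evoked calcium rise over 180 s flagged agonists.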
RXFP1 antag = blocks the human relaxin receptor RXFP1. Q9HBX9. HEK293-RXFP1, relaxin-stimulated cAMP HTRF, 30 min; stronger effect = lower value. activity change, negative = inhibition, % at 57.5 µM. 0.59% of 350,000 active. AID 1259400;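 active means activity change of -60% or lower, but not beyond a set lower limit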; further: on the % scale 0 is the no-effect control and ±100 the full control effect
Target sequence (Q9HBX9 whole entry, looked up): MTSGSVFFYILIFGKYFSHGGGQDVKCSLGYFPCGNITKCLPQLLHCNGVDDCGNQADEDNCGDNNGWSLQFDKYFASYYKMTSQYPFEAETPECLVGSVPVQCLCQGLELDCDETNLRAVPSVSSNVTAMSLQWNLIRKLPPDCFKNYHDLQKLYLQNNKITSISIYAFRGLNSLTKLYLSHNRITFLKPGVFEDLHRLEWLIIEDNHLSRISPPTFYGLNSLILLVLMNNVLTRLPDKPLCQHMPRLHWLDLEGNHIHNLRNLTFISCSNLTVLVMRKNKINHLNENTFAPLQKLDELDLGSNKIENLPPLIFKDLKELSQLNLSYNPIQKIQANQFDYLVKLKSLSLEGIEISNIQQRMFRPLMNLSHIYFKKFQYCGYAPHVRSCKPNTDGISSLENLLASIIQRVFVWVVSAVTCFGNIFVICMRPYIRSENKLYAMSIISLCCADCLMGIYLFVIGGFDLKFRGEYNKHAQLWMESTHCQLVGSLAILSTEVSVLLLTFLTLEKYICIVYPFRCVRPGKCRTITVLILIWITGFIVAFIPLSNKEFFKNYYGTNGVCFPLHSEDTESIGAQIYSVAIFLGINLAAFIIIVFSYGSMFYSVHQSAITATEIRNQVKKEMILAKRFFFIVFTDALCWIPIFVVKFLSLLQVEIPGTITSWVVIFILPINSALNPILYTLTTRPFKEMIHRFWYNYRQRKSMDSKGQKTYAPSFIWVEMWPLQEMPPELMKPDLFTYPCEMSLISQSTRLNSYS
D2 antagonist = D2 dopamine receptor (human) antagonism | P14416 | HEK293 TREx D2 cells, calcium flux, dopamine EC80 | inhibition, % at 10 µM | 2% of 340,000 active | AID 485344; in the data active means inhibition above about 30%; further: 0% is about no effect
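Tetracycline-induced HEK293 TREx cells expressing D2 receptor forced-coupled to calcium signalling, loaded with no-wash calcium dye. Compounds added and calcium flux read 180 s, then dopamine added at EC80 and read a further 180 s.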
D1 antag = antagonists of human D1 dopamine receptor; 3.2% of 360,000 active; activity change, negative = inhibition, % at 10 µM; HEK293 TREx D1 cells, calcium flux, dopamine EC80; stronger effect = lower value; in the data active means activity change below about -30%; further: on the % scale 0 is the no-effect control and ±100 the full control effect
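Compound effects on dopamine-evoked calcium signalling were measured in tetracycline-induced HEK293 Trex D1 cells. Dopamine at EC80 followed a 180 s compound pre-read, and fluorescence was tracked kinetically for 180 s more.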
D2 ag = D2 dopamine receptor (human) agonism; activation, % at 2 µM; HEK293 T-REx D2 cells, calcium flux agonist mode; 0.53% of 340,000 active; P14416;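 active means activation over 3 SD above normal in the single-dose calcium agonist read, cut at about 30% in these data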; further: 0% is about no effect
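Tetracycline-induced HEK293 Trex cells with D2 receptor force-coupled to calcium signaling, plated overnight at 30 C and loaded with no-wash calcium dye. Calcium flux read kinetically for 180 s after compound addition; responses flag agonists.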
TRHR enhancer = allosterically enhances the human TRH receptor | TRHR cells, fluo-8 calcium fluorescence, EC20 TRH enhancement | enhancement, % at 2 µM | 0.66% of 360,000 active; in the data active means enhancement above about 30%; further: 0% is about no effect
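TRHR-expressing cells loaded with fluo-8 calcium dye were read kinetically (ex 480/em 530) during compound addition, then stimulated with an EC20 of TRH (10 nM final). Enhancement of the Gq-mediated intracellular calcium response was scored.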
Starred values were filed as active, the others as inactive; · = no result given; & = joins results of further samples; ! = a repeat was not active. Unless noted, no stated cut-off is given here; in the data, active means activation above about 30%; inactive means the rest.

SMILES | D1 PAM | D2 PAM | TRHR agonist | D1 ag | RXFP1 antag | D2 antagonist | D1 antag | D2 ag | TRHR enhancer
COc1ccc(C(OC(=O)c2ccco2)C(=O)NCC2CCCO2)cc1 (stereo not drawn) | -1.1 | -3.9 | 0.0 | -0.3 | 0.9 | -4.2 | 5.6 | 0.6 | -15.4
CCOC(=O)C1=C(C)N=c2s/c(=C3/C(=O)Nc4ccccc43)c(=O)n2C1c1ccc(C)cc1 (stereo not drawn) | 4.0 | 2.8 | -0.6 | 3.4 | -10.9 | -5.5 | 3.8 | -0.9 | 1.5
O=C(CP(=O)(c1ccccc1)c1ccccc1)Nc1cccc(CP(=O)(c2ccccc2)c2ccccc2)c1 | -7.5 | -1.2 | -0.8 | 2.4 | 16.1 | -10.3 | -0.6 | -2.0 | -1.6
CC(C)NC(=O)NNC(=O)c1nn(-c2ccc(F)cc2)ccc1=O | 3.5 | -16.6 | 0.9 | 1.6 | -5.0 | 8.6 | 4.7 | -0.6 | 15.2
CC(C)(C)SCCNC(=O)CN(c1ccc(F)c(Cl)c1)S(C)(=O)=O | -4.8 | -3.2 | 0.5 | 1.3 | 31.8 | -6.4 | -2.6 | 0.0 | -7.1
Cc1nnc2ccc(N3CCOCC3)nn12 | 2.4 | -6.8 | 0.9 | 1.1 | 3.6 | -0.6 | -3.4 | 0.2 | -6.6
COc1ccccc1C(=O)N/C(=C\c1ccc(Br)cc1)C(=O)NCCCO | -5.8 | -5.2 | 0.5 | 1.4 | 2.8 | 8.1 | 3.6 | 0.2 | -3.6
CC(C)c1cc(N=NC(N)=O)cc(C(C)C)c1O | -2.5 | 1.4 | -0.2 | 1.1 | -7.4 | -7.2 | -17.6 | 0.6 | 7.1
O=C(NC1CCSc2ccccc21)c1c(F)cccc1Cl (stereo not drawn) | -5.6 | -1.6 | -0.6 | -0.3 | 10.6 | -2.7 | -29.8 | -0.4 | -4.6
C1CC(CN2CCOCC2)CN(Cc2nc(CC3CC3)no2)C1 (stereo not drawn) | 2.3 | -11.5 | -0.7 | 1.1 | -6.3 | · | 14.4 | · | -3.2
O=S(=O)(c1cccc(Br)c1)N1CCN(c2ccnc3cc(Cl)ccc23)CC1 | -9.8 | -2.4 | 1.1 | 5.7 | -4.4 | 4.3 | 7.4 | 0.1 | -5.2
CC(=O)N1c2ccccc2C(CBr)=CC1(C)C | -0.1 | 7.9 | 0.1 | 2.8 | -1.9 | -7.0 | 5.5 | 0.5 | -0.8
O=C(Nc1ccc(N2CCN(C(=O)c3ccco3)CC2)cc1)c1ccc2c(c1)OCO2 | -3.0 | 7.4 | 0.4 | -1.5 | 4.5 | 1.6 | -4.2 | 0.3 | 4.3
COc1ccc(Nc2ccccc2N)cc1 | -0.4 | · | 2.6 | 5.7 | -17.3 | · | 8.9 | · | 1.3
COc1ccc(C(=O)ON=C2CCN(c3ccc([N+](=O)[O-])cc3)CC2)cc1 | 7.6 | -6.4 | 0.6 | 14.9 | -20.2 | 24.7 | -1.6 | 1.0 | 5.4
CCn1c(SCC(=O)NC(C)(C)C)nnc1-c1ccccn1 | 9.8 | 16.3 | -1.0 | 4.5 | 3.9 | -5.8 | -4.8 | 0.4 | -9.6
CC(C)(C)OC(=O)C1C(=O)CC(C)(O)C(C(=O)OC(C)(C)C)C1c1cccnc1 (stereo not drawn) | 4.2 | 9.1 | -0.2 | 0.5 | -4.8 | 8.8 | 3.6 | 0.3 | -3.4
COc1ccccc1N1CCN(C(=O)c2cccc3c(=O)c(C)c(-c4ccccc4)oc23)CC1 | -4.9 | 13.6 | 3.2 | 25.9 | -15.1 | -13.4 | 14.9 | 3.0 | 3.0
Fc1ccc(CNc2cc(-c3ccccc3)nc3nncn23)cc1 | 1.3 | 3.6 | -1.4 | 7.9 | · | · | -5.6 | 0.2 | 4.1
CC(C)=N/N=C(\N)SCc1ccccc1 | -4.2 | 1.2 | -0.3 | 0.6 | 12.1 | -21.1 | 3.4 | -0.1 | -11.5
c1ccc(-c2oc3ncnc(NCCCN4CCOCC4)c3c2-c2ccccc2)cc1 | 1.6 | -26.0 | 0.1 | 2.9 | -6.3 | -8.0 | 0.3 | -2.1 | 3.9
Cc1ccc(S(=O)(=O)N2CCN(C(=O)CSc3nnc(C)c(=O)[nH]3)CC2)cc1 | -2.4 | -6.0 | 0.0 | 2.3 | 3.5 | -8.8 | 2.3 | -0.1 | 2.9
O=[N+]([O-])c1ccc(OCc2cnc(Cl)s2)c([N+](=O)[O-])c1 | -2.3 | 13.7 | 2.0 | 0.7 | -10.6 | -1.6 | 0.0 | 2.8 | -3.3
CCN(CC(=O)NCc1ccc(F)cc1)C(=O)COc1ccc2ccccc2c1 | -8.2 | 24.5 | -0.3 | 1.1 | · | -6.5 | 4.6 | -0.1 | -5.6
CCN(CC(=O)NCc1cccs1)C(=O)/C=C/c1cccc(Cl)c1Cl | -8.2 | -11.5 | -0.2 | 2.0 | -1.2 | 16.0 | 6.4 | -1.4 | 12.4

Single records (already shown). Order of values: D1 PAM	D2 PAM	TRHR agonist	D1 ag	RXFP1 antag	D2 antagonist	D1 antag	D2 ag	TRHR enhancer
`CC(C)NC(=O)NNC(=O)c1nn(-c2ccc(F)cc2)ccc1=O` as listed: 3.5	-16.6	0.9	1.6	-5.0	8.6	4.7	-0.6	15.2
`Cc1nnc2ccc(N3CCOCC3)nn12` as listed: 2.4	-6.8	0.9	1.1	3.6	-0.6	-3.4	0.2	-6.6
`COc1ccccc1C(=O)N/C(=C\c1ccc(Br)cc1)C(=O)NCCCO` as listed: -5.8	-5.2	0.5	1.4	2.8	8.1	3.6	0.2	-3.6
`COc1ccc(C(=O)ON=C2CCN(c3ccc([N+](=O)[O-])cc3)CC2)cc1` as listed: 7.6	-6.4	0.6	14.9	-20.2	24.7	-1.6	1.0	5.4
`CCOC(=O)C1=C(C)N=c2s/c(=C3/C(=O)Nc4ccccc43)c(=O)n2C1c1ccc(C)cc1` (stereo not drawn) as listed: 4.0	2.8	-0.6	3.4	-10.9	-5.5	3.8	-0.9	1.5

Further structures.
SMILES | D1 PAM | D2 PAM | TRHR agonist | D1 ag | RXFP1 antag | D2 antagonist | D1 antag | D2 ag | TRHR enhancer
O=C(c1cnn(-c2nc3ccccc3s2)c1)c1ccccc1O | -5.7 | · | -0.4 | 2.4 | 1.6 | · | 10.5 | · | -6.0
COc1ccc(CNC(=O)c2nnn(Cc3ccc(OC)cc3)c2N)cc1 | 2.2 | 0.4 | -1.0 | 14.9 | 4.4 | -13.1 | 1.3 | 0.3 | 7.3
COC(=O)c1cc(Cl)c(NC(=O)C(C)C)cc1OC | -6.6 | 8.3 | 0.0 | 0.2 | -0.4 | 2.1 | -0.8 | 0.4 | 3.7
Cn1c(SCC(=O)Nc2ccc(Br)cc2F)nnc1-c1ccco1 | -3.5 | -14.2 | -0.7 | -1.1 | -5.5 | 31.0* | 3.3 | -0.7 | -2.7
Cc1onc(-c2ccccc2)c1C(=O)Oc1cccnc1 | 4.5 | -2.5 | 0.3 | -1.0 | -9.3 | -12.6 | 15.0 | 0.5 | -0.2
S=c1[nH]nc(-c2cccnc2)o1 | -0.5 | 0.3 | 0.1 | -0.4 | -22.8 | -4.5 | -10.5 | 0.2 | 2.4
CCCCC(C(=O)NC1CCCC1)N(Cc1ccccc1)C(=O)c1snc(C(N)=O)c1N (stereo not drawn) | 0.0 | · | -0.1 | 4.1 | 6.7 | · | 1.1 | · | -15.2
COc1ccc(OCC(=O)Nc2nccs2)cc1 | -3.3 | 10.1 | 0.4 | 3.5 | -5.0 | 2.0 | 6.8 | 0.7 | -0.2
CCCCSCCCNC(=O)CN1C(=O)COc2ccc(S(=O)(=O)N3CCCC3)cc21 | -3.1 | -0.8 | 0.9 | 6.1 | · | · | -3.8 | -0.3 | -3.4
COc1cccc(OC(C)c2ccnc3nc(/N=C/N(C)C)nn23)c1 (stereo not drawn) | 6.4 | 13.1 | -0.2 | 1.9 | 7.0 | 6.1 | 12.0 | -1.5 | 3.8
O=C(CSc1nccn1Cc1ccco1)Nc1cccc(F)c1 | 1.3&-0.8 | 9.1 | -0.6&0.3 | 31.3*! | 1.4&-7.8 | · | -0.4&-26.0 | -0.2 | 1.2&0.6
CC(C)n1c(SCc2ccc(Cl)cc2)nc2c1c(=O)[nH]c(=O)n2C | -4.8 | -6.1 | -0.6 | 0.9 | -13.0 | -5.6 | -13.3 | 1.5 | 4.0
O=C(Nc1ccc(C(=O)OCc2cc(=O)n3nc(C4CC4)sc3n2)cc1)c1ccc(F)cc1 | -0.1 | -1.0 | 0.8 | -1.6 | -9.3 | · | 5.0 | 2.3 | -0.7
COc1cc(CN2CCN(S(=O)(=O)c3ccccc3)CC2)cc(OC)c1OC | -1.6 | -1.5 | 0.3 | 1.5 | -3.9 | 4.8 | 1.1 | -0.4 | -4.6
CC12CCC(C(=O)N(CC(O)CN3CCCCC3)C1=O)C2(C)C (stereo not drawn) | -4.7 | · | -0.3 | 1.1 | -6.4 | · | 11.1 | · | -2.2
CS(=O)(=O)N(Cc1ccccc1)c1ccc(C(=O)N2CCc3ccccc3C2)cc1 | -9.1 | -8.6 | -1.0 | 1.7 | -12.0 | 0.0 | 9.2 | 0.5 | -10.7
COc1ccc(NC(=O)C(CCS(C)(=O)=O)N2C(=O)c3ccccc3C2=O)cc1 (stereo not drawn) | -5.0 | 0.2 | -0.2 | 1.1 | -5.1 | -5.6 | -1.3 | 0.6 | -11.2
CN(C(=O)c1cccc(N2C(=O)C3C4C=CC(C4)C3C2=O)c1)C1CCCCC1 (stereo not drawn) | -11.2 | -9.5 | 0.4 | 1.6 | -23.1 | -4.5 | -3.4 | 0.2 | 5.2
Cc1ccc(S(=O)(=O)CCC(=O)Nc2ccc(Br)cc2C)cc1 | 1.1 | -12.4 | -1.3 | -0.3 | -19.0 | · | -8.1 | -0.3 | -19.1
CCOC(=O)c1cnc2c(ccc3ccccc32)c1Nc1ccc(OC)cc1OC | 5.7 | -0.5 | 0.6 | -0.3 | -2.6 | · | 0.0 | 0.5 | -1.1
CC(=O)c1cnc(Nc2nc(C)c3cccc(C)c3n2)nc1C | -0.4 | · | 0.2 | 1.6 | · | · | -3.3 | · | 5.6
CC1CN(S(=O)(=O)c2ccc(C(=O)Nc3nnc(-c4ccccn4)o3)cc2)CC(C)O1 (stereo not drawn) | -3.2 | 19.1 | 0.6 | 2.9 | 5.4 | 0.8 | 8.4 | -0.1 | -14.2
O=C(NCC(c1ccco1)N1CCCCC1)c1cccc(S(=O)(=O)Nc2ccc(F)cc2)c1 (stereo not drawn) | -2.1 | -11.8 | 0.3 | 6.3 | -14.9 | 12.9 | 1.9 | 0.0 | 10.0
Cc1occc1C(=O)NNC(=S)Nc1cccc([N+](=O)[O-])c1 | 0.7 | -2.3 | -0.1 | 2.9 | 12.7 | -3.2 | -10.9 | 0.2 | 2.9
CCOC(=O)c1c(C)oc2nc(C)nc(Nc3cc(C)ccc3OC)c12 | -2.2 | -5.0 | 0.4 | 0.3 | -20.5 | · | -17.1 | · | -5.3
O=C(CN1CCCCCC1)N/N=C/c1cccc(Cl)c1Cl | -3.5 | -8.3 | -0.2 | 3.7 | -0.7 | -26.6 | 6.5 | -0.3 | 5.4

Screens: PubChem, National Center for Advancing Translational Sciences (NCATS)
